Autophagy mod: autophagy modulators in MEF cells, primary screen, imaging, high-content, MEF GFP-LC3; calls only at 10 µM (by protocol); 190,000 compounds, 0.98% hits; MEF GFP-LC3 puncta imaging; test concentration mostly 10 µM;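 active = percentage of spot-positive cells more than 3 SD above its plate mean, without a fluorescence outlier flag or 80% toxicity; inconclusive = no clear call, values can overlap the other calls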;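 also: spot-positive cell cutoff set from DMSO-treated cells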
Dynein transport: inhibitors of GR-EGFP nuclear translocation, primary screen, dynein cargo transport inhibitor project, imaging, high-content, 3617.4 mouse cells; test concentration mostly 20 µM; stimulated with dexamethasone, 1 µM; active compounds read low; z-score, hits read low; 220,000 compounds, 0.47% hits; AID 1381, 2008;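 active = plate z-score of nuclear minus cytoplasmic receptor signal below a set negative limit, without overly bright fluorescence or cell loss, cut at about -3.5 in these data, passing the limit was not always enough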;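 also: z-score of nuclear minus cytoplasmic ring GR-EGFP intensity difference per well; some compounds called inactive have numbers as strong as hits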
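Buffer or medium: tet-free, stripped-serum medium; Also added: dexamethasone, 1.0 µM final; Technique: high-content fluorescence imaging after fixation; Times: 48 h induction, 1 h compound, 30 min dex at 37 °C; Read-out: per-cell GR-EGFP intensity, nucleus versus surrounding cytoplasmic ring, well-averaged.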
WT yeast gro inh: growth inhibition of WT strain, primary screen, mitochondrial fusion inhibitor project, WT and mutant strains, chemical genetic; mitochondrial fusion phenotypic screen; inhibition, % at 10 µM; 190,000 compounds, 2.1% hits; AID 1362, 2008; in the data active = inhibition above about 58%; tested in S. cerevisiae
CSM14.1 death rescue: rescue of cells from ER stress-induced death, primary screen, 384-well, CSM14.1, thapsigargin, ATP luminescence (AID 1222) | cellular ATP content (survival), % at 20 µM, or EC50 in µM where a hit was titrated | 190,000 tested, under 10 active | CSM14.1 thapsigargin-induced death rescue, ATP luminescence; higher % means a stronger effect;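 active = EC50 below 50 µM in the dose-response confirmation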;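 also: death triggered by thapsigargin at about 15 µM added after 2 h compound pretreatment; cell ATP read after overnight thapsigargin exposure of roughly 18 to 22 hours; normalized against plate controls of thapsigargin alone and 5% DMSO vehicle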
b-catenin transl: modulators of beta-catenin nuclear translocation, primary screen, imaging, HeLa cells, immunofluorescence, high-content | 190,000 compounds, 0.3% hits | AID 1665, 2009 | nuclear translocation activity, % at 5 µM;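 active = nuclear translocation activity above 50% at 5 µM, with a well cell count of 50 or more; inconclusive = wells under 50 cells across six images, flagged as toxic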;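 also: per-cell ratio of nuclear to cytoplasmic median beta-catenin stain intensity; plate controls were DMSO negative control for no effect and GSK-3 inhibitor IX positive control for full effect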
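System: HeLa cells, endogenous beta-catenin; compound dosing: 5 µM primary single dose, 0.1% DMSO, 0.02–20 µM confirmation series; incubation: 24 h compound exposure at 37°C, 5% CO2; signal: beta-catenin immunofluorescence imaging with DAPI; evaluation: % activation, nuclear-to-cytoplasmic median beta-catenin signal ratio per cell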
Hep lipid drop: inhibitors of hepatocyte lipid droplet formation, primary screen, imaging, high-throughput imaging, BODIPY stain; AML12 mouse hepatocytes, oleate lipid droplets; inhibition, % at 6.5 µM; 240,000 compounds, 0.4% hits;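 active = lipid droplet intensity inhibited by at least 50%, with more than 500 cells counted; inconclusive = wells with under 300 cells, treated as cytotoxic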
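Material – mouse AML12 hepatocyte cell line, fixed after treatment · Compound dosing – one dose, 6.5 µM compound · Times – compound with oleate, overnight · Measured by – Image-based BODIPY and DAPI two-channel analysis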
Ins promoter up: insulin promoter activators in MIN6 cells, imaging, high-content screening, mouse beta cells; MIN6 insulin promoter-GFP reporter; active compounds read high; z-score at 5 µM; 190,000 compounds, 0.3% hits;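 active = z-score above 3 at 5 µM with at least 500 cells counted in the well; inconclusive = wells under 500 cells, flagged as cytotoxic or low count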
XIAP displacement: XIAP antagonists, biochemical, IAP family, fluorescence polarization (AID 1018) | E3 ubiquitin-protein ligase XIAP (Homo sapiens) | XIAP BIR domain, fluorescence polarization peptide displacement; higher % means a stronger effect | displacement, % at 20 µM; hits with a dose series show IC50 in µM | 200,000 compounds, 0.007% hits; in the data active = displacement above about 50%; also: a part of the inactive calls stands beside numbers as strong as those of hits
MT stabilize HCS: microtubule stabilizers in HeLa cells, primary screen, imaging, high-content imaging; HeLa tubulin immunostaining HCS, 24 h; share of cells brighter than vehicle mean+2SD; % tubulin-high responders, % at 10 µM; 200,000 compounds, 0.83% hits; AID 2205, 2009;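 active = plate Z-score above 3 for both tubulin-high and condensed-nucleus cell shares, with cell loss under 80%, at 10 µM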;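 also: anti alpha tubulin signal scored within the nucleus-defined area of each cell; some results filed as inactive read as strong as hits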
WT yeast gro inh mutant strain: also measured in WT yeast gro inh; calls as there; inhibition, %; mitochondrial fusion phenotypic screen, mutant strain inhibition
Dynein transport cytoplasmic EGFP: recorded beside Dynein transport, whose call it bears; z-score; measured here: cytoplasmic GR-EGFP intensity; active compounds read high
Dynein transport nuclear GR-EGFP: second read-out of Dynein transport, no call of its own (marks repeat the call); z-score; measured here: nuclear GR-EGFP intensity;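 lower value marks the stronger effect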
Dynein transport cell count: second read-out of Dynein transport, no call of its own (marks repeat the call); z-score; measured here: cell count per field
Ins promoter up cell count: further read-out of Ins promoter up, marked with its call; cell count; measured here: cytotoxicity, nuclei count;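 total cells summed across four imaged fields per well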
Hep lipid drop cells 6.5 µM: further read-out of Hep lipid drop, marked with its call; cell count; measured here: cell count, cytotoxicity flag;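 cells counted across two imaged fields per well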
b-catenin transl cell count 5 µM: recorded beside b-catenin transl, whose call it bears; cell count; measured here: cell count, cytotoxicity flag
MT stabilize HCS Hoechst-high %: recorded beside MT stabilize HCS, whose call it bears; % Hoechst-high responders; measured here: nuclear condensation Hoechst responders;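 share of cells brighter than vehicle mean plus two SD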
MT stabilize HCS cytotoxicity %: further read-out of MT stabilize HCS, marked with its call; toxicity, %; measured here: cytotoxicity by cell density;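 0% = mean cell density of plate MIN control wells and 100% = no cells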
Autophagy mod cell loss 18 h: also measured in Autophagy mod; calls as there; toxicity, %; measured here: cell loss, nuclei count;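 cell loss after 18 h compound exposure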
Numbers without * were called inactive; i = inactive; ? = inconclusive; . = no result given.

mol	Hep lipid drop cells 6.5 µM	CSM14.1 death rescue	WT yeast gro inh mutant strain	Autophagy mod	MT stabilize HCS Hoechst-high %	Dynein transport	Autophagy mod cell loss 18 h	b-catenin transl cell count 5 µM	WT yeast gro inh	Ins promoter up cell count	b-catenin transl	MT stabilize HCS cytotoxicity %	MT stabilize HCS	Dynein transport nuclear GR-EGFP	Ins promoter up	Hep lipid drop	XIAP displacement	Dynein transport cytoplasmic EGFP	Dynein transport cell count
CC(C)c1ccc(NC(=O)NCc2ccc(F)cc2)cc1	695	-0.3%	13	i	2.5	0.065	3	1577	16	1469	0.9	3.4	4.7	0.57	-0.19	16	0.6%	-0.23	-0.29
CCc1sc(C(=O)NCCc2ccc(S(N)(=O)=O)cc2)cc1Br	637	-0.1%	12	i	3.3	-0.06	6	1518	-16	1500	1.4	7.9	3.9	0.29	-0.4	2	-5.1%	-0.23	0.51
N#Cc1cccnc1Nc1ccc(Cl)cc1	638	1.5%	9	i	2.4	-0.4	7	1502	-15	1448	-0.1	9.1	4.9	-0.24	-0.01	14	-2.6%	-0.32	0.21
Cc1cc(C)nc(SCc2cc(=O)c(OC(=O)c3ccc(S(=O)(=O)N4CCCC4)cc3)co2)n1	703	0.7%	-5	i	2.3	-0.65	-2	592	8	1285	-5.9	2.9	2.0	-0.64	0.11	2	1.4%	-0.3	0.88
Cc1ccc(NC(=O)c2ccco2)c([N+](=O)[O-])c1	689	.	11	i	1.5	-0.004	-27	1046	13	1263	-2.1	4.2	2.9	-0.057	-0.57	0	-6.2%	-0.28	0.15
CCc1ccc(N2CC(C(=O)N/N=C/c3cccc([N+](=O)[O-])c3)CC2=O)cc1 (stereo not drawn)	.	-2.6%	-19	i	1.7	0.71	9	1334	-10	1441	0.3	8.5	1.2	-0.048	0.18	.	-3.1%	-0.22	-0.51
O=C1CC(NNC(=O)c2ccccc2)C(=O)N1 (stereo not drawn)	.	1.4%	3	i	1.1	-0.67	-5	1408	15	1604	1.8	2.7	2.2	-1	0.07	.	-1.7%	-0.11	-0.29
CCOC(=O)c1cnc2c(OC)cccc2c1N1CCN(c2ccc(OC)cc2)CC1	727	.	31	i	1.9	0.37	-8	.	37	1284	.	8.5	2.7	0.11	0.58	1	-6.8%	-0.24	0.42
O=C(O)c1cn(-c2ccccc2)nc1-c1cccnc1	776	0.3%	-2	i	0.9	-0.00019	-5	.	-5	884	.	11	0.6	0.34	1.3	-5	-11%	0.053	-0.27
O=C(Nc1ccc(Cl)cc1)C(c1ccccc1)N1CCOCC1 (stereo not drawn)	664	1.8%	-4	i	1.8	-1.2	13	1476	7	1526	0.7	5.1	1.3	-0.57	-0.05	-12	-2.4%	-0.31	1.4
Oc1csc(Cc2nc(-c3ccccc3F)cs2)n1	704	.	19	i	1.5	2.1	-32	1119	18	1121	1.0	1.4	5.9	1.1	1.4	-44	-12%	-0.17	-0.74
Cc1occc1-c1nnc(SCC(=O)Nc2ccccc2)n1C	663	-1.1%	-14	i	2.4	-0.9	-2	1526	-10	1404	-0.1	10	2.9	-0.32	0.26	2	-3.4%	-0.34	0.92
Cc1ccc(NC(=O)COC(=O)C2(c3ccc(Cl)cc3)CCCC2)cc1	687	-3.0%	6	i	1.5	0.32	16	947	9	1097	-1.2	6.7	2.5	0.33	-0.1	8	-5.4%	-0.21	-0.091
O=C(Nc1ccc(-c2cn3ccsc3n2)cc1)C1CCCC1	.	-6.4%	15	i	2.2	-0.79	-9	.	17	.	.	7.5	1.9	-0.32	.	.	-6.4%	-0.2	0.7
Cn1cccc1Cc1nnc(SCC(=O)NC2CCCCC2)n1CCc1ccccc1	702	.	0	i	2.2	-1	-8	977	1	1180	3.4	9.8	3.5	-0.19	-1.7	3	-4.8%	-0.22	1.2
Cc1ccc(-n2c(C)cc(C(=O)CSc3nncs3)c2C)cc1	.	-1.5%	-9	i	1.2	-0.58	-50	1018	29	.	-2.3	0.8	1.7	0.026	?	.	-8.8%	-0.19	0.62
COc1ccc(C(=O)Cc2ccc(OC)c(OC)c2)c(OC)c1	770	-2.8%	8	i	3.3	-0.23	2	1229	-7	861	-2.8	11	2.9	-0.12	1.1	6	-5.7%	-0.27	1
Cc1cccc(CN2CCN(Cc3ccc4nonc4c3)CC2CCO)n1 (stereo not drawn)	717	-0.9%	1	i	1.0	0.082	15	1003	-9	1317	1.8	4.2	4.0	-0.16	-0.8	3	-2.5%	-0.26	0.18
COc1ccc(N(CC(=O)NCc2ccccc2)C(=O)CCC(=O)Nc2cc(C)ccn2)c(OC)c1	673	.	.	.	.	0.81	.	1397	.	950	1.0	.	.	1.1	0.17	-3	.	-0.081	-2.9
COC(=O)/C=C1\S/C(=N/N=C/c2ccco2)NC1=O	730	0.5%	-3	i	1.6	0.35	18	1043	-5	.	0.4	4.1	2.7	0.3	.	-4	-3.3%	-0.19	-0.042
CNC(=S)NCc1ccc2[nH]c3c(c2c1)CCCC3	641	2.3%	12	i	1.5	-0.15	-23	878	4	1318	1.5	10	2.0	0.34	0.13	0	-5.8%	-0.18	0.0026
COc1ccc(Nc2ncc(C#N)c(N)n2)c(OC)c1	657	.	.	.	.	-0.21	.	1358	.	1083	-1.0	.	.	0.33	0.26	-7	.	-0.14	0.73
COc1cc(OC)c(NC(=O)c2ccc(Br)o2)cc1Cl	.	-0.8%	7	i	1.9	0.57	-2	673	7	1038	-1.2	12	2.3	-0.017	0.39	.	-4.7%	-0.22	0.31
Cc1cc(C(=O)COc2cccnc2[N+](=O)[O-])c(C)n1Cc1cccs1	696	-0.7%	-19	i	2.5	-1.6	-2	1129	-20	1467	-6.1	5.6	3.8	-0.78	0.19	-5	-5.8%	-0.27	0.76
Cc1ccc(NC(NC(=O)c2cccs2)C(Cl)(Cl)Cl)cc1 (stereo not drawn)	.	-1.0%	16	i	1.9	-0.68	4	1383	11	1504	0.9	13	1.5	-0.51	0.14	.	-6.2%	-0.18	0.7
Cc1cc(C2=NNC(=NC3CCCCC3)SC2)c(C)n1-c1c(C)n(C)n(-c2ccccc2)c1=O	473	3.6%	13	i	3.3	-0.2	3	.	-4	1231	.	14	4.2	-0.47	0.5	-22	1.4%	-0.33	0.64
CCN(CC)S(=O)(=O)c1cccc(C(=O)Nc2ccccc2C(=O)N2CCOCC2)c1	758	-1.6%	-4	i	3.1	-0.02	18	908	-14	1206	0.6	6.3	2.3	0.38	1.4	-11	-4.2%	-0.2	-0.013
Cc1ccc(NC(=O)c2ccco2)c(NC(=O)c2cccs2)c1	683	-2.3%	1	i	2.0	0.72	-3	1086	-5	1906	-3.0	5.1	1.6	0.31	-0.02	12	-2.5%	-0.19	1.1
Cc1ccc(S(=O)(=O)CCc2nc3ccccc3[nH]2)cc1	673	2.4%	-1	i	.	-0.27	-10	1521	-16	.	0.3	.	.	0.2	.	6	-3.9%	-0.0023	0.28

3 entries out of the list above, sorted by the value under Dynein transport cytoplasmic EGFP, ascending.
| structure | WT yeast gro inh mutant strain | MT stabilize HCS Hoechst-high % | Dynein transport | Dynein transport nuclear GR-EGFP | XIAP displacement | Dynein transport cytoplasmic EGFP | Dynein transport cell count |
| --- | --- | --- | --- | --- | --- | --- | --- |
| CCN(CC)S(=O)(=O)c1cccc(C(=O)Nc2ccccc2C(=O)N2CCOCC2)c1 | -4 | 3.1 | -0.02 | 0.38 | -4.2% | -0.2 | -0.013 |
| Cc1ccc(NC(=O)c2ccco2)c(NC(=O)c2cccs2)c1 | 1 | 2.0 | 0.72 | 0.31 | -2.5% | -0.19 | 1.1 |
| Cc1ccc(S(=O)(=O)CCc2nc3ccccc3[nH]2)cc1 | -1 | . | -0.27 | 0.2 | -3.9% | -0.0023 | 0.28 |

Assay outcomes: PubChem, several laboratories
